Screens as filed in PubChem.
Hsp70 activator – Hsp70 transcriptional activation, primary screen; activation, % at 10 µM; HeLa Hsp70 promoter luciferase reporter, luminescence; scaled: vehicle 0, proteasome-inhibitor control 100%; 200,000 tested, 0.04% active;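 active = activation above the mean across all tested compounds plus 3 SD, cutoff set per campaign, cut at about 5.5% in these data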;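 also: 100% = MG132 at 30 µM as the positive control and 0% = DMSO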
STAT1 activator – STAT1 signaling activation. activation (% of control), % at 5.5 µM. AID 932. NIH 3T3 STAT1-luciferase reporter, IFN-gamma, luminescence; 100% = IFN-gamma alone, no compound. 200,000 tested, 2.6% active;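 active = activation above the screen-wide mean activation plus 3 SD, cut at about 130% in these data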;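 also: raw ratio to IFN-gamma control signal so 100% means no change and 0% no light; values of inactives mirror those of a sister screen read the other way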
G6PDH CS – counter-screen for G6PDH assay hits: L. mesenteroides G6PDH inhibition; Purified L. mesenteroides G6PDH, diaphorase/resazurin coupled fluorescence, 45 min; inhibition, % at 5 µM; 200,000 tested, 0.12% active; AID 1020; in the data active = inhibition above about 50%
FLuc act counter – affects firefly luciferase, flagging false hits in luciferase stimulation screens | ATPlite luciferase biochemical, luminescence, 10 min; 0 = ATP-free wells, 1 = DMSO control | activation factor at 10 µM | P08659 | 200,000 tested, under 10 active;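 active = luciferase activation factor, scaled between plate controls, of at least 2 with compound at 10 µM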
Target sequence (P08659 whole entry, looked up): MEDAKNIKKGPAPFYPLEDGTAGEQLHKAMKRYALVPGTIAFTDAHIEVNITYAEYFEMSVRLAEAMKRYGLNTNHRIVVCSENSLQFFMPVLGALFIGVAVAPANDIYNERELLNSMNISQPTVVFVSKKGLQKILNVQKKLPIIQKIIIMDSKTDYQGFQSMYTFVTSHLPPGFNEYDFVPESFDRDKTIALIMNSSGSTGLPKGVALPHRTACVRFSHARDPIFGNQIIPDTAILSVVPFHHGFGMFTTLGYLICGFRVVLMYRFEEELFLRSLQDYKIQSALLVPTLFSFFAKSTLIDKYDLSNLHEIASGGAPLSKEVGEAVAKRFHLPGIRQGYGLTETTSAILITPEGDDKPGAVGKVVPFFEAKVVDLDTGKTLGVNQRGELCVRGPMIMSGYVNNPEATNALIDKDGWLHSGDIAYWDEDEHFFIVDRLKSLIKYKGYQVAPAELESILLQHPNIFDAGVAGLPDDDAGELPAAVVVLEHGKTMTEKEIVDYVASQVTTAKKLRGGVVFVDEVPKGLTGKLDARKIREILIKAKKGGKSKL
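System: Luciferase/luciferin detection reagent, cell-free biochemical luciferase assay | Medium: PBS buffer for ATP | Dosing: Test compounds dosed from 2 mM stocks in 100% DMSO | Timing: 10 min at ambient temperature | Signal: Luminescence measurement of luciferase light output | Evaluation: Luciferase activation, seen as luminescence increase over controls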
NF-kB neuron act – NF-kB expression increase, human neuronal cells | fold change at 12.5 µM | NF-kB reporter expression; active compounds read high | 190,000 tested, 1.6% active | AID 1239; in the data active = fold change above about 3.3
APP 5'UTR act – activates APP 5'UTR luciferase reporter; SH-SY5Y APP 5'UTR luciferase reporter, luminescence; zero percent = DMSO vehicle wells; activation, % at 2 µM; 190,000 tested, 1% active; AID 1276;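 active = activation above a set limit, based on mean plus 3 SD of controls, cut at about 140% in these data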; also: values of inactives mirror those of a sister screen read the other way
DTT redox prof – compounds producing H2O2 with reducing agent – biochemical, NIH compound library profiling, artefact control for MLSCN library redox annotation, primary screen. activation, % at 10 µM. DTT-dependent redox cycling H2O2, phenol red/HRP absorbance; 100% = 100 µM peroxide control, 0% = buffer. 200,000 tested, 0.03% active;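 active = activation of at least 50% relative to the plate's high and low controls in the primary single-dose screen; inactive = activation below 50%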;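 also: compound incubated with DTT at 0.8 mM final as the reducing agent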
Efa HMGR inh – blocks class II HMG-CoA reductase of Enterococcus faecalis | inhibition, % at 10 µM | 190,000 tested, 0.41% active | AID 1066 | purified E. faecalis HMGR, NADPH absorbance 340 nm kinetic;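 active = inhibition above a set limit, the median over all tested compounds plus 3 SD, cut at about 9.5% in these data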;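 also: enzyme runs in reverse so mevalonate oxidation gives rising NADPH absorbance; 0% = complete reaction with DMSO and 100% = background rate lacking mevalonate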
FLuc inhib CS – inhibits firefly luciferase, flagging false hits in luciferase inhibition screens; ATPLite firefly luciferase biochemical luminescence, 10 min; inhibition, % at 10 µM; 200,000 tested, 1.5% active;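 active = inhibition above about 50% when tested at 10 µM, limit read from the data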
APP 5UTR inh – APP translation inhibition; SH-SY5Y APP 5'UTR-luciferase reporter, luminescence; inhibition, % at 2 µM; 190,000 tested, 0.82% active;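 active = inhibition above a set limit, derived from the sample mean plus 3 SD, cut at about 45% in these data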; also: values of inactives mirror those of a sister screen read the other way
An asterisk follows results filed as active; / = no result given. Outcome played no part in choosing rows, and some 5.3% of all compounds hit somewhere here.

Under each structure: Efa HMGR inh	STAT1 activator	APP 5UTR inh	FLuc act counter	FLuc inhib CS	DTT redox prof	APP 5'UTR act	Hsp70 activator	G6PDH CS	NF-kB neuron act
Cc1ccc(NC(=O)C2CC(=O)n3c(nc4ccccc43)N2)cc1 (configuration not stated)
 : 3	99	-17	1	-2	-3.4	17	-0.1	1	1.1
O=C(Nc1nc2ccc(Cl)cc2s1)c1ccco1
 : 3	116	-132	0.4	63*	0.4	132	0.2	-6	7.3*
O=C(/C=C/c1c[nH]c2ccccc12)c1cccc2ccccc12
 : 3	99	-37	1	-1	0.3	37	-0.1	-15	1.2
O=C(C/C=N/OCc1ccc(Cl)cc1)c1cnc(-c2ccccc2)s1
 : 1	98	-24	1.1	-5	0.5	24	-0.5	4	0.98
Brc1ccc2c(c1)OCCOCCOCCOCCOCCOCCO2
 : -2	97	4	1.1	-6	-0.8	-3	-0.3	12	1.1
CN(CCC#N)C(=S)Nc1ccc(S(=O)(=O)N2CCOCC2)cc1
 : 4	102	-7	1	-4	0.1	7	-0.1	-2	1.2
CCn1nnnc1SCC(=O)NC1CCCC1
 : -1	101	8	1.1	-6	1.5	-8	-0.1	-5	1.1
CCC/C(=N/NC(=O)c1ccccc1Cl)c1ccccc1
 : -6	107	-3	1	0	-1.1	3	0.2	2	1.4
COc1ccc(CNC2CC(=O)N(C)C2=O)cc1 (configuration not stated)
 : 0	89	10	1	-4	-1.3	-10	0.0	-1	1
Cc1cc(=O)n(C)c(=O)n1CCCNc1ccccc1
 : 5	92	0	1	-3	3.0	0	-0.3	19	0.84
CN1C(=O)c2cccc(NC(=O)CCc3ccccc3)c2C1=O
 : 0	97	-1	1.1	-5	0.1	1	-0.1	3	1
COc1cccc(/C=C2\N=C(SC)SC2=O)c1OC
 : -1	88	8	1.1	-5	-2.7	-8	-0.1	-1	1
CCOc1ccc(NC(=S)NCc2ccco2)cc1
 : -2	104	-13	1	4	-0.2	13	-0.3	2	1.4
OC(CNCCC1C=Nc2ccccc21)Cn1c2ccc(Cl)cc2c2cc(Cl)ccc21 (configuration not stated)
 : -5	104	40	1	-4	1.7	-40	0.0	8	0.25
CN(CC1CCOCC1)C(=O)CC1C(=O)NCCN1Cc1cccc(Oc2ccccc2)c1 (configuration not stated)
 : -10	98	-22	1	-4	13	22	0.0	12	1.2
Cc1cc(C(=O)COC(=O)c2ccc[nH]c2=O)c(C)n1-c1ccc(Br)cc1
 : -1	122	-12	0.7	31	-0.1	12	0.2	8	1.3
CCOc1ccc(N2CC(C(=O)Nc3ccccc3N3CCOCC3)CC2=O)cc1 (configuration not stated)
 : -8	100	7	1.1	-7	0.1	-7	-0.2	5	0.79
CS(=O)(=O)N(CC(=O)Nc1ccc(S(=O)(=O)N2CCCC2)cc1)c1ccccc1
 : -8	99	-2	1.1	-6	-0.8	2	-0.4	13	0.95
CSc1nc2c(c(=O)[nH]1)C(c1cccc(Cl)c1Cl)CC(=O)N2 (configuration not stated)
 : -2	97	8	1	1	0.0	-8	0.0	7	1.2
Cc1c(/C=N/N2C(=O)C3C4C=CC(C4)C3C2=O)c2ccccc2n1C (configuration not stated)
 : -3	90	14	1	-5	0.9	-14	-0.2	6	1.1

2 entries picked at random from those above:
Under each structure: Efa HMGR inh	STAT1 activator	APP 5UTR inh	FLuc act counter	FLuc inhib CS	DTT redox prof	APP 5'UTR act	Hsp70 activator	G6PDH CS	NF-kB neuron act
Cc1cc(C(=O)COC(=O)c2ccc[nH]c2=O)c(C)n1-c1ccc(Br)cc1
 : -1	122	-12	0.7	31	-0.1	12	0.2	8	1.3
COc1cccc(/C=C2\N=C(SC)SC2=O)c1OC
 : -1	88	8	1.1	-5	-2.7	-8	-0.1	-1	1

Remaining list, next part
Under each structure: Efa HMGR inh	STAT1 activator	APP 5UTR inh	FLuc act counter	FLuc inhib CS	DTT redox prof	APP 5'UTR act	Hsp70 activator	G6PDH CS	NF-kB neuron act
CC(=O)C1=C(O)C(=O)N(CCc2c[nH]c3ccccc23)C1c1ccc(C)cc1 (configuration not stated)
 : -3	106	-3	1	0	-0.5	3	-0.2	22	1.2
O=C(NC1CCCCC1)N(CCN1CCCC1)Cc1cc2cc3c(cc2[nH]c1=O)OCCO3
 : -9	102	0	1.1	-7	-0.6	0	0.0	-16	1.1
CCN(CC)c1ccc(N2C(=O)/C(=C/c3cccs3)SC2=S)cc1
 : -6	99	-10	1	1	-5.3	10	-0.1	18	1.2
O=C(COC(=O)CNS(=O)(=O)c1cccc(Br)c1)NC(=O)Nc1ccc2c(c1)OCCO2
 : 1	107	5	1	4	-0.2	-5	0.0	7	1.3
CCOC(=O)c1c(C2CC2)csc1NC(=O)COC(=O)CCS(=O)(=O)c1ccc(C)cc1
 : 0	93	6	1.1	-6	-0.1	-6	-0.4	-6	1.1
O=C(c1cc2cc(Br)ccc2oc1=O)N1CCCC1
 : -1	102	/	1.1	-8	0.1	/	0.2	0	1.1
COc1cc(CN2CCC(C(=O)NC3CCCC3)CC2)cc(OC)c1O
 : 0	99	2	1.1	-6	-0.3	-3	0.1	53*	0.98
COCCNC(=O)c1cc(-c2cccs2)on1
 : -5	135*	-27	0.9	6	-0.2	27	1.2	-3	6.4*
Cc1ccnc(SCCn2c(N3CC(C)OC(C)C3)nc3c2c(=O)n(C)c(=O)n3C)n1 (configuration not stated)
 : -4	93	3	1	-2	-0.6	-3	-0.1	0	1.1
Cc1cc(C2=NNC(=Nc3ccc(S(=O)(=O)N4CCOCC4)cc3)SC2)c(C)n1CC1CCCO1 (configuration not stated)
 : 2	100	-31	1	-3	-0.4	31	0.0	4	0.85
CCOc1ccccc1N(CC(=O)Nc1ccccc1C(=O)NCc1ccco1)S(C)(=O)=O
 : -4	97	-8	1.1	-5	0.4	/	0.1	9	1
CNS(=O)(=O)c1cnccc1N1CCN(c2cccc(C(F)(F)F)c2)CC1
 : -4	91	-10	1	-3	2.1	10	-0.1	11	0.8
O=C(Nc1ccc(OCC(F)(F)C(F)F)c(C(F)(F)F)c1)c1ccccc1O
 : -6	95	-9	1	3	2.4	9	-0.4	-27	0.86
CCN1CCN(c2ncnc3sc(C(=O)Nc4ccccc4F)c(C)c23)CC1
 : 1	100	-20	1	-4	1.5	20	-0.3	2	1.3
O=C(CN1CCN(S(=O)(=O)c2ccc(Cl)cc2)CC1)Nc1ccc2c(c1)CCC2
 : -3	94	-8	1	-4	-0.3	8	-0.4	7	0.79
O=C(CN(C1CCCCC1)C1CCCCC1)N1CCc2ccccc2C1
 : -6	100	-8	1.1	-10	0.4	8	0.6	2	0.65
N#Cc1nc(-c2ccco2)oc1NCCCN1CCOCC1
 : 2	111	9	1	-4	0.9	-9	-0.1	-7	1.3
Cn1c(=O)c2c(nc(N3CCCCCC3)n2CC(=O)c2ccccc2)n(C)c1=O
 : 0	93	-15	1	-2	2.7	15	0.5	3	1
CSc1cccc(NC(=O)CCCOc2ccccc2)c1
 : -3	108	5	1	0	0.7	-5	-0.5	-8	1.1
CCOc1ccc(-n2c(SC(C)C)nc3c(c2=O)SCC3)cc1
 : -6	100	14	1	-4	-2.5	-14	-0.4	-14	1.1
O=C(CN1C2CCCC1CC(NC(=O)c1ccco1)C2)Nc1ccccc1 (configuration not stated)
 : 1	97	2	1	-3	2.3	-2	-0.2	9	1.1
O=C(Nc1ccc(F)cc1)N1CCOCC1
 : 0	105	11	1.1	-7	-0.3	-11	-0.2	4	1.1
Cc1ccc(S(=O)(=O)NC(C)(C)CSc2nncn2C)cc1
 : 0	96	0	1.1	-6	0.0	0	-0.1	3	0.97
CC(C)CC(NS(=O)(=O)c1cc(C(=O)O)ccc1Cl)C(=O)O (configuration not stated)
 : -6	93	-5	1	-2	-1.6	5	-0.2	4	1.1
COC(=O)c1cc2occc2n1Cc1nc(-c2cccc(Cl)c2)oc1C
 : -3	104	-7	1.1	-6	1.1	7	0.1	6	1
C(=N\n1cnnc1SCc1ccccc1)/c1ccco1
 : -1	105	13	1	-5	-0.2	-13	0.3	4	1.2
CCOc1ccc2nc(NCCNC(=O)C(C)C)c(C)cc2c1
 : -5	98	5	1	2	-1.7	-5	0.0	12	1.2
Cc1cc(N2CCCCCC2)nc(-c2ccccc2O)n1
 : 0	101	-5	1	-1	1.5	5	0.3	1	1.1
Cc1ccc2oc(=O)c(/C=C(\O)CC(C)C)nc2c1
 : -1	85	-4	1	-4	0.1	4	-0.2	12	1.6
CCN=C1S/C(=C\c2ccc(OCC)c(OC)c2)C(=O)N1CC
 : -7	96	-6	1.1	-5	-0.2	6	-0.2	-36	0.47
CNC(=O)NC(=O)C(C)OC(=O)c1c2c(nc3ccccc13)/C(=C/c1cccs1)CC2 (configuration not stated)
 : -1	130*	-18	0.9	10	1.0	18	-0.6	-19	1.1

In the list so far, eight have two or more sulfur atoms:
Under each structure: Efa HMGR inh	STAT1 activator	APP 5UTR inh	FLuc act counter	FLuc inhib CS	DTT redox prof	APP 5'UTR act	Hsp70 activator	G6PDH CS	NF-kB neuron act
CN(CCC#N)C(=S)Nc1ccc(S(=O)(=O)N2CCOCC2)cc1
 : 4	102	-7	1	-4	0.1	7	-0.1	-2	1.2
COc1cccc(/C=C2\N=C(SC)SC2=O)c1OC
 : -1	88	8	1.1	-5	-2.7	-8	-0.1	-1	1
CS(=O)(=O)N(CC(=O)Nc1ccc(S(=O)(=O)N2CCCC2)cc1)c1ccccc1
 : -8	99	-2	1.1	-6	-0.8	2	-0.4	13	0.95
CCN(CC)c1ccc(N2C(=O)/C(=C/c3cccs3)SC2=S)cc1
 : -6	99	-10	1	1	-5.3	10	-0.1	18	1.2
CCOC(=O)c1c(C2CC2)csc1NC(=O)COC(=O)CCS(=O)(=O)c1ccc(C)cc1
 : 0	93	6	1.1	-6	-0.1	-6	-0.4	-6	1.1
Cc1cc(C2=NNC(=Nc3ccc(S(=O)(=O)N4CCOCC4)cc3)SC2)c(C)n1CC1CCCO1 (configuration not stated)
 : 2	100	-31	1	-3	-0.4	31	0.0	4	0.85
CCOc1ccc(-n2c(SC(C)C)nc3c(c2=O)SCC3)cc1
 : -6	100	14	1	-4	-2.5	-14	-0.4	-14	1.1
Cc1ccc(S(=O)(=O)NC(C)(C)CSc2nncn2C)cc1
 : 0	96	0	1.1	-6	0.0	0	-0.1	3	0.97
